High-throughput results deposited in PubChem by several laboratories.
MazEF act: activators of E. coli MazEF toxin-antitoxin RNase, primary screen, biochemical, fluorescence, uHTS; activation, % at 20 µM; 350,000 compounds, 0.32% hits; Endoribonuclease toxin MazF (Escherichia coli (strain K12)), P0AE70; FAM/BHQ RNA-DNA oligo cleavage fluorescence, 5 h; AID 504720, 2011; in the data active = activation above about 50%
Target sequence (P0AE70 whole entry, looked up): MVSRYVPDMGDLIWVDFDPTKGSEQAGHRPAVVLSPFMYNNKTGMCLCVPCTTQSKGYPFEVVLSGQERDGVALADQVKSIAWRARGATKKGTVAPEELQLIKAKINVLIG
3CLpro inhibitor: SARS-CoV 3CLpro protease inhibitors, primary screen, biochemical, quenched FRET; Replicase polyprotein 1ab (Severe acute respiratory syndrome coronavirus), P0C6X7; recombinant SARS-CoV 3CLpro, quenched FRET peptide cleavage; inhibition, % at 6 µM; 290,000 compounds, 0.14% hits; AID 1706, 2009; in the data active = inhibition above about 12%
Anthrax LF prot: Bacillus anthracis LF protease inhibitors, primary screen, biochemical, multiplex microsphere, MLPCN library. Lethal factor (Bacillus anthracis), P15917. multiplex microsphere protease cleavage assay. inhibition, % at 10 µM. 360,000 compounds, 0.12% hits. AID 588501, 2011; in the data active = inhibition above about 30%; inconclusive = no clear call, values can overlap the other calls; note: plate controls were buffer without enzyme for full effect and enzyme alone for no effect
VHR inh abs: VHR1 phosphatase inhibitors, primary screen, biochemical, absorbance, uHTS; 290,000 compounds, 0.52% hits; recombinant VHR phosphatase, pNPP absorbance; inhibition, % at 13.3 µM; in the data active = inhibition above about 50%; note: some compounds called inactive have numbers as strong as hits
Target sequence (P51452 whole entry, looked up): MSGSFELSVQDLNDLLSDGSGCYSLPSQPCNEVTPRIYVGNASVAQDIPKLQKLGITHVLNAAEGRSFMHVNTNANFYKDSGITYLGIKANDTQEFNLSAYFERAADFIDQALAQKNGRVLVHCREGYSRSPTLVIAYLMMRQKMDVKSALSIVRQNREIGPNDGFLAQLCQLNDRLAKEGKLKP
PriA SSB inh: inhibitors of Klebsiella pneumoniae PriA binding to SSB C-terminal tail, primary screen, biochemical, AlphaScreen | PriA–SSB C-terminal tail interaction (Klebsiella pneumoniae) | AlphaScreen SSBct-PriA binding, biotinylated peptide | inhibition, % at 33 µM | 430,000 compounds, 0.6% hits; in the data active = inhibition mostly above about 37%, no sharp cut-off; inactive = mostly below about 20%;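 note: plate controls were negative control peptide for no effect and reference peptide for full effect; strong numbers were not always called active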
Yp Topo-I inh: Yersinia pestis topoisomerase I inhibitors, primary screen, biochemical, cleavage product accumulation, plate reader, single point. Y. pestis Topo-I cleavage product accumulation. activity, % at 10 µM. 360,000 compounds, 0.064% hits; in the data active = activity above about 50%, passing the limit was not always enough; inconclusive = no clear call, values can overlap the other calls; note: inactives centre near 2
TcdB inh: TcdB glycohydrolase inhibitors, primary screen, biochemical, single point, plate reader. Toxin B (Clostridioides difficile), P18177. TcdB glycohydrolase enzymatic assay. inhibition, % at 9.99 µM. 350,000 compounds, 0.24% hits; in the data active = inhibition above about 10%
BH1578 lux ind: inducers of Vibrio cholerae quorum light production without autoinducers, primary screen, BH1578 luxS cqsA deficient, single point; V. cholerae BH1578 lux reporter, luminescence, 6 h; activation, % at 18.7 µM; 350,000 compounds, 0.16% hits; AID 588436, 2011; in the data active = activation mostly above about 9.7%, no sharp cut-off; inconclusive = no clear call, values can overlap the other calls; inactive = mostly below about 3.7%; note: not every result past the cut was called active; inactives centre near 0; reference of the scale not given here
PfHsp40 rescue: rescue of yeast from PfHsp40 toxicity, primary screen, S. cerevisiae, ATP luminescence. 340,000 compounds, 0.68% hits. growth rescue, % at 12.5 µM. S. cerevisiae expressing PfHsp40, growth rescue; in the data active = growth rescue above about 28%, passing the limit was not always enough; inconclusive = no clear call, values can overlap the other calls;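 note: yeast W303a lacking pdr1 and pdr3 grown in galactose medium; growth measured after three days at 30 °C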
Rv3671c inh: Rv3671c serine protease inhibitors, primary screen, biochemical, fluorescence polarization, M. tuberculosis H37Rv; P9WHR9; inhibition, % at 5.96 µM; 320,000 compounds, 0.048% hits; AID 2606, 2010; in the data active = inhibition above about 38%;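 note: extracellular domain of Rv3671c used as enzyme; 0% = enzyme with DMSO and 100% = no enzyme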
Target sequence (P9WHR9 whole entry, looked up, the tested form may be a part): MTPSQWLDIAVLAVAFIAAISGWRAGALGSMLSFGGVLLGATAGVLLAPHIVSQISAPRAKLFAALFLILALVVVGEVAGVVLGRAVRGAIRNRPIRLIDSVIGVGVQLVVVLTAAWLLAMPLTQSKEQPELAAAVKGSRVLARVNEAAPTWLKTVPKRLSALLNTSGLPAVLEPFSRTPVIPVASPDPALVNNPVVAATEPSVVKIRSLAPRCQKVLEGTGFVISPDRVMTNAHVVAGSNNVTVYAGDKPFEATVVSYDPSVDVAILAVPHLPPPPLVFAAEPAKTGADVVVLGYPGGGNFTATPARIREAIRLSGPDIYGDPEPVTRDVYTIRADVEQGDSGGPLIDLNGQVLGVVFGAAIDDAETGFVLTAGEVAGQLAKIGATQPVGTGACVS
* hit, by the source's call; i = inactive; ? = inconclusive; . = no result given.

SMILES	MazEF act	3CLpro inhibitor	Anthrax LF prot	VHR inh abs	PriA SSB inh	Yp Topo-I inh	TcdB inh	BH1578 lux ind	PfHsp40 rescue	Rv3671c inh
COc1cc(C2NC(=O)NC(O)(C(F)(F)F)C2C(C)=O)cc(OC)c1OC (centres undefined)	3	-8	0	-11	-11	-5	0.3	-0.3	0.9	-6
CCOc1ccc(CCNC(=O)COC(=O)c2cccc(S(=O)(=O)N3CCOCC3)c2)cc1OCC	1	.	0	.	-3	22	0.4	-0.3	-0.7	9
COc1cc(OC)cc(-c2cc3nc(C)c(CCC(=O)NCc4ccccc4)c(C)n3n2)c1	-4	0	-4	-9	-4	-4	1.0	-0.4	0.9	-7
CCc1cc(C(=O)Cc2ccc(F)cc2)c(O)cc1O	-3	6	1	18	-16	-3	4.0	-0.2	18	-13
CCc1ccc(CN2CCC(n3nccc3NC(=O)c3ccc4c(c3)OCO4)CC2)cc1	6	-6	-2	19	3	21	0.6	i	2.0	-2
COC(=O)COc1cccc2c(=O)n(CC(=O)NCCc3ccc(OC)c(OC)c3)ccc12	-4	4	-2	11	-7	0	0.7	-0.8	0.5	7
O=C(CSc1nnc(CNC(=O)c2ccccc2)o1)NCCc1ccccc1	1	2	0	-25	-11	4	-0.5	1.9	0.3	-5
COc1ccc(NC(=O)CSc2nnnn2C2CCCC2)c(OC)c1	-20	6	16	21	3	-5	1.1	0.1	1.3	.
COc1ccccc1/C=C/C(=O)N1CCc2cc(OC)c(OC)cc2C1C (centres undefined)	2	-2	6	5	18	28	-0.9	i	5.4	-1
COc1ccc(-c2nnc(SC)n2C)cc1	7	-1	-5	29	-8	-7	.	-2.9	0.0	-4

The listing continues.
SMILES	MazEF act	3CLpro inhibitor	Anthrax LF prot	VHR inh abs	PriA SSB inh	Yp Topo-I inh	TcdB inh	BH1578 lux ind	PfHsp40 rescue	Rv3671c inh
O=C1CC(N(CCc2ccccc2)C(=S)Nc2ccccc2)C(=O)N1c1ccc(Br)cc1 (centres undefined)	1	-2	-2	30	-15	-11	-0.1	-1.7	1.2	-214
CCCn1c(N)c(N2CCCCC2)c(=O)n(CC(=O)Nc2ccc(OC(F)(F)F)cc2)c1=O	0	-3	1	15	-3	-15	.	i	0.1	0
COc1ccccc1C(=O)OCCN=C1NS(=O)(=O)c2ccccc21	-11	-4	13	34	-4	-3	1.8	-1.5	0.1	5
COc1cc(Cl)c(CN2CCC(CCC(=O)NC3CC3)CC2)cc1OC	5	4	6	23	-1	3	0.5	i	-0.3	-6
CCOC(=O)Cc1cnc(N)s1	1	5	-1	11	-5	7	9.1	i	-0.1	0
CCn1c(SCC(=O)Nc2cccc(NC(C)=O)c2)nc2c([nH]c3ccccc32)c1=O	-21	6	0	-5	-6	30	1.0	i	-0.2	-1
Cc1ccc(S(=O)(=O)N(C)c2ccc(C(=O)NC3CCCCC3)cc2)cc1	4	.	0	.	.	5	-1.4	i	.	.
Cc1ccc(OCC(=O)Nc2ccc(CN3CCCCC3)cc2)c(C)c1	-3	1	-4	22	-8	3	1.0	-1.4	-0.6	-10
O=C(Nc1ccccc1F)Nc1ccccc1Br	-2	-3	0	11	-8	-3	1.6	-0.2	2.2	0
CC1CCCN(C(=O)CCl)C1 (centres undefined)	6	-1	1	-8	-1	-3	-0.2	i	-0.8	-4

The listing continues:
SMILES	MazEF act	3CLpro inhibitor	Anthrax LF prot	VHR inh abs	PriA SSB inh	Yp Topo-I inh	TcdB inh	BH1578 lux ind	PfHsp40 rescue	Rv3671c inh
Cc1ccc(N2C(=O)C3CCC(C)(C2=O)C3(C)C)cc1C (centres undefined)	7	-1	-3	2	13	8	-0.6	-0.3	-1.8	10
CCOc1nc(C)ccc1-c1noc(C)n1	2	-3	-3	0	-10	-1	.	-3.7	-0.8	4
O=C(NC1CCS(=O)(=O)C1)c1ccccc1Cl (centres undefined)	3	.	0	.	-11	2	2.1	i	-1.0	9
S=C(NCc1ccc(Cl)cc1)NC1CCN(Cc2ccccc2)CC1	4	-2	-2	28	19	-1	-0.7	-0.3	1.3	-4
CC(C)N(C(=O)/C=C/c1cccc([N+](=O)[O-])c1)C(C)C	2	0	-1	-8	2	4	0.0	-0.2	0.5	1
CCOc1ccc(S(=O)(=O)NCCC(=O)NCc2ccco2)cc1	-2	-2	-4	-3	-9	8	.	i	-1.2	0
O=C1N(Cc2cccc(Cl)c2)C[C@@H]2C[C@@H](c3cccc4cccnc34)N3CCC[C@@]123	-3	3	-10	35	-6	11	-0.8	-0.5	0.1	-7
CCC(=O)c1ccc(OCC(=O)Nc2ccccc2C(=O)N2CCCCC2)cc1	-11	.	-2	.	-9	5	0.7	-1.7	-1.6	5
COc1ccccc1NC(=O)CSc1nnc(COc2ccccc2OC)n1C	1	6	0	40	-4	2	1.0	i	0.3	-9
CCOC(=O)c1ccccc1NC(=S)N1CCN(C(=O)c2ccco2)CC1	10	0	1	-4	4	-1	-1.4	0.9	-0.6	-14

Next section.
SMILES	MazEF act	3CLpro inhibitor	Anthrax LF prot	VHR inh abs	PriA SSB inh	Yp Topo-I inh	TcdB inh	BH1578 lux ind	PfHsp40 rescue	Rv3671c inh
O=C1Nc2ccc(NS(=O)(=O)c3cccs3)c3cccc1c23	5	-8	3	1	6	-3	.	-1.1	-0.6	-4
COc1cccc2cc(-c3ccccc3)oc12	-3	.	.	.	-24	2	-2.1	i	.	-2
O=c1[nH]c(=S)[nH]c2nc(-c3ccccc3)cnc12	-1	.	-1	.	4	2	2.0	-0.9	-1.0	-6
Cc1cccc(CSCc2ccc(C(=O)NC3CCCC3)o2)c1	4	0	4	12	-7	6	-0.2	i	-0.6	0
O=C(NCc1cccnc1)c1cc(S(=O)(=O)N2CCCCC2)ccc1Cl	7	-2	-2	2	-9	0	.	i	-0.3	-5
O=C(COc1cccc(C(F)(F)F)c1)NCC(c1ccco1)N1CCCCC1 (centres undefined)	-1	.	-3	.	-3	37	-1.6	-0.6	0.6	-2
CC1=NCCN1CCNC(=O)Nc1ccc(C(C)(C)C)cc1	6	1	.	-22	-2	0	1.4	-0.1	-1.1	6
O=C(NCCc1ccncc1)Nc1ccccc1Cl	1	-3	-2	3	-1	-5	.	-0.4	0.5	7
COc1ccccc1NS(=O)(=O)c1cccc(C(=O)NC2CCN(Cc3ccccc3)CC2)c1	1	.	-5	.	-13	1	.	i	-0.9	2
Cc1sc2ncn(Cc3ccccc3F)c(=O)c2c1C	6	2	0	16	-12	8	1.1	-0.2	0.0	3

Going on with the list:
SMILES	MazEF act	3CLpro inhibitor	Anthrax LF prot	VHR inh abs	PriA SSB inh	Yp Topo-I inh	TcdB inh	BH1578 lux ind	PfHsp40 rescue	Rv3671c inh
COc1ccccc1CNc1ncnc2nc[nH]c12	-8	-1	4	-10	3	0	-7.4	-0.4	0.6	-6
c1ccc(SC23CC4CC(CC(C4)C2)C3)nc1	-11	.	-3	.	.	-4	0.8	-0.3	.	.
COc1ccc(/C=N/NC(=O)c2ccc(COc3ccccc3Cl)o2)c(OC)c1C	-3	3	0	-6	.	1	.	0.0	2.4	-13
O=C1/C(=C/c2ccccc2F)SC(=S)N1CCC(=O)N1CCCCC1CCO (centres undefined)	-2	5	-2	-4	-2	21	1.5	i	-1.3	-2
COc1cc(NC(=O)c2cc([N+](=O)[O-])ccc2NC(=O)CN2CCN(c3ccccn3)CC2)cc(OC)c1	-16	11	0	14	6	13	1.2	0.0	2.0	-25
O=C(NCc1ccccc1F)C1CCCN(C(=O)Nc2ccc(F)cc2)C1 (centres undefined)	5	2	0	31	2	1	1.3	-0.7	-0.4	-1
COc1ccc(NC2CCCN(C(=O)c3ccc4nccnc4c3)C2)cc1OC (centres undefined)	0	-7	-2	34	7	2	-5.7	-1.1	-0.2	5
O=C1OCCC1Sc1nc2ccccc2c(=O)n1-c1ccc(F)cc1 (centres undefined)	4	-4	1	46	1	4	-2.5	-0.3	-0.6	3
CCCCCC(=O)Nc1ccccc1N1CCOCC1	-5	-1	-1	5	-8	2	.	-0.3	-0.2	-6
COC(=O)COc1ccc(Oc2nc(SC)nc(N(C)C)n2)nn1	8	-3	-3	10	4	2	.	-0.2	0.2	0

Remaining list, next part:
SMILES	MazEF act	3CLpro inhibitor	Anthrax LF prot	VHR inh abs	PriA SSB inh	Yp Topo-I inh	TcdB inh	BH1578 lux ind	PfHsp40 rescue	Rv3671c inh
O=C(Cn1c(=O)cnc2ccccc21)Nc1ccccc1N1CCOCC1	-7	-3	0	11	-4	?	0.0	-1.6	-0.6	-9
COc1ccccc1C(=O)N/C(=C\c1ccc2c(c1)OCO2)C(=O)NCCc1nc2ccccc2[nH]1	13	4	2	-1	-5	-7	0.6	-0.2	2.2	-6
CC(=O)c1nn(-c2cccc(Br)c2)cc1C(=O)c1ccco1	10	-2	6	-10	0	33	.	-0.6	0.4	-1
CCN(Cc1ccncc1)C(=O)C(CO)c1ccccc1 (centres undefined)	0	-2	-2	17	0	-5	1.7	-0.1	-1.7	-2
O=S(=O)(N/N=C1\CC(c2ccccc2)Oc2ccccc21)c1ccccc1 (centres undefined)	5	4	0	0	.	-13	.	-4.5	1.7	-2
CCCOc1ccc(Cl)cc1CN1CCOCC1	3	3	-1	-24	0	-3	.	-0.2	-0.3	-1
Cc1cc2ncn(S(=O)(=O)N3CCOCC3)c2cc1C	3	1	5	28	0	5	.	-1.7	0.4	-8

Random excerpt: four entries already listed
SMILES	MazEF act	3CLpro inhibitor	Anthrax LF prot	VHR inh abs	PriA SSB inh	Yp Topo-I inh	TcdB inh	BH1578 lux ind	PfHsp40 rescue	Rv3671c inh
CCN(Cc1ccncc1)C(=O)C(CO)c1ccccc1 (centres undefined)	0	-2	-2	17	0	-5	1.7	-0.1	-1.7	-2
CCCOc1ccc(Cl)cc1CN1CCOCC1	3	3	-1	-24	0	-3	.	-0.2	-0.3	-1
COc1ccccc1C(=O)N/C(=C\c1ccc2c(c1)OCO2)C(=O)NCCc1nc2ccccc2[nH]1	13	4	2	-1	-5	-7	0.6	-0.2	2.2	-6
CC(=O)c1nn(-c2cccc(Br)c2)cc1C(=O)c1ccco1	10	-2	6	-10	0	33	.	-0.6	0.4	-1

This is a subset. The share of hits here may be higher or lower than overall.
